GDH-TPI inh: counter-screen for M. tuberculosis FBA inhibitors: GDH-TPI coupled enzymes; inhibition, % at 4.8 µM; AID 588335; hit rate 1.2% among 360,000; GDH-TPI coupled enzyme counterscreen, NADH absorbance; in the data active means inhibition above about 30%;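 further: 0% = DMSO wells and 100% = wells lacking the enzyme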
Mtb UGM inh: Mtb UDP-galactopyranose mutase inhibition. hit rate 0.06% among 320,000. purified UGM, fluorescence polarization probe displacement. inhibition, % at 10 µM. P9WIQ1. AID 504406; in the data active means inhibition above about 10%, passing the limit was not always enough
BioA inh: blocks M. tuberculosis BioA enzyme activity; purified M. tuberculosis BioA enzyme, plate reader; inhibition, % at 9.99 µM; hit rate 0.096% among 360,000; AID 602481; in the data active means inhibition above about 40%
Rv3671c protease: inhibitors of M. tuberculosis serine protease Rv3671c; AID 2606; hit rate 0.048% among 320,000; P9WHR9; inhibition, % at 5.96 µM; in the data active means inhibition above about 38%;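 further: extracellular domain of Rv3671c used as enzyme; 0% = enzyme with DMSO and 100% = no enzyme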
Target sequence (P9WHR9 whole entry, looked up, the tested form may be a part): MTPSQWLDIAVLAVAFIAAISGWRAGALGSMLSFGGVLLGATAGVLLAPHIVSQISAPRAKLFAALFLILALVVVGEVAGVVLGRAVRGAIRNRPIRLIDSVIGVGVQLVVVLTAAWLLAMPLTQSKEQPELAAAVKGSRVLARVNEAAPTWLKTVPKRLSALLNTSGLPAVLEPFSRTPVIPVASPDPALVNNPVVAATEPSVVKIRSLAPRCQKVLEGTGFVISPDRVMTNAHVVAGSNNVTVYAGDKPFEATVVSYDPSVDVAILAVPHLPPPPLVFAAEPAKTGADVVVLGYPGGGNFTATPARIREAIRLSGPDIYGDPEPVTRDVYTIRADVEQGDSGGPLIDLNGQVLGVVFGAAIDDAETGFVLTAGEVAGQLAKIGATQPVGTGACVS
MazEF act: increases E. coli MazEF RNase cleavage of RNA. AID 504720. activation, % at 20 µM. hit rate 0.32% among 350,000. P0AE70. FAM/BHQ RNA-DNA oligo cleavage fluorescence, 5 h; in the data active means activation above about 50%
Target sequence (P0AE70 whole entry, looked up): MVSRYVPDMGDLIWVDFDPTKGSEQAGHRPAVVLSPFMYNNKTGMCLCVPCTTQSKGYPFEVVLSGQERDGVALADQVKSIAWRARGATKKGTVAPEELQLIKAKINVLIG
SSB-PriA inh: K. pneumoniae PriA-SSBct interaction inhibition. hit rate 0.6% among 430,000. AID 1272365. inhibition, % at 33 µM. AlphaScreen SSBct-PriA binding, biotinylated peptide; in the data active means inhibition mostly above about 37%, no sharp cut-off; inactive means mostly below about 20%;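 further: plate controls were negative control peptide for no effect and reference peptide for full effect; strong numbers were not always called active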
Vc quorum ag: induces V. cholerae light production without autoinducers; V. cholerae BH1578 lux reporter, luminescence, 6 h; activation, % at 18.7 µM; hit rate 0.16% among 350,000; AID 588436; in the data active means activation mostly above about 9.7%, no sharp cut-off; further: not every result past the cut was called active; inactives centre near 0; reference of the scale not given here
3CLpro inhibitor: SARS-CoV 3CLpro protease inhibition; AID 1706; P0C6X7; hit rate 0.14% among 290,000; inhibition, % at 6 µM; recombinant SARS-CoV 3CLpro, quenched FRET peptide cleavage; in the data active means inhibition above about 12%
FBA Mtb inh: inhibitors of M. tuberculosis fructose-bisphosphate aldolase; P9WQA3; purified M. tuberculosis FBA, fluorescence read-out; inhibition, % at 1 µM; hit rate 2.3% among 360,000; in the data active means inhibition above about 27%;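 further: 0% = vehicle and 100% = reference inhibitor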
Target sequence (P9WQA3 whole entry, looked up): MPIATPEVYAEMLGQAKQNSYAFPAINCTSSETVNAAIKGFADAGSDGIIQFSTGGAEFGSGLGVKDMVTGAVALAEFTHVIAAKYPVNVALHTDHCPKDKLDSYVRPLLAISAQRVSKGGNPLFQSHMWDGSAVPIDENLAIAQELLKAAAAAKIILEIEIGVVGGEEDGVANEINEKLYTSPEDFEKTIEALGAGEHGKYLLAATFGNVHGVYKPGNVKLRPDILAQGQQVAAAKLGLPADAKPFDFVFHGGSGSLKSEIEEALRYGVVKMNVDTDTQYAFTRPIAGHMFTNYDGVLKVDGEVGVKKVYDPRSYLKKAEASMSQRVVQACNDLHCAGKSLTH
VHR inh abs: inhibitors of human VHR1 phosphatase (DUSP3). hit rate 0.52% among 290,000. inhibition, % at 13.3 µM. P51452. recombinant VHR phosphatase, pNPP absorbance. AID 1654; in the data active means inhibition above about 50%; further: some compounds called inactive have numbers as strong as hits
Target sequence (P51452 whole entry, looked up): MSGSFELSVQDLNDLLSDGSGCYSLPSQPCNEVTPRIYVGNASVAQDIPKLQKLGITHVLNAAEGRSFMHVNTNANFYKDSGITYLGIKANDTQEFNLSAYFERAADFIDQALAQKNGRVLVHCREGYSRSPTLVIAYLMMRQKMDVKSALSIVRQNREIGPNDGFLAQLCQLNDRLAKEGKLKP
An asterisk follows results filed as active; i = inactive; nt = no result given; & = joins results of further samples. An excerpt. The share of hits here may be higher or lower than overall.

SMILES | GDH-TPI inh | Mtb UGM inh | BioA inh | Rv3671c protease | MazEF act | SSB-PriA inh | Vc quorum ag | 3CLpro inhibitor | FBA Mtb inh | VHR inh abs
Cc1cc(Cl)ccc1N(CC(=O)N=Nc1c(O)[nH]c2ccccc12)S(C)(=O)=O | 27 | -1.9 | 0.6 | -8 | 5 | 24 | -1.0 | 0 | 0 | -10
CCOC(=O)C1CCN(c2ncnc3c2cnn3C)CC1 | -9 | 6.0 | 0.5 | -8 | 0 | -10 | -0.9 | 3 | 0 | 20
CSc1nnc(NC(=O)c2ccc(S(=O)(=O)N3CCOCC3)cc2)s1 | 25 | 0.9 | -0.5 | 3 | 0 | -9 | i | 0 | 1 | 18
CN1CCN(C(=S)NC(=O)c2ccc(Br)cc2)CC1 | 17 | 1.0 | 3.7 | -5 | -24 | 2 | i | 3 | 0 | -2
COc1ccc(NC(=O)CN2CCN(CC(=O)Nc3ccc(OC)cc3)CC2)cc1 | -3 | -0.1 | 0.6 | -1 | -6 | 1 | i | -1 | 2 | 27
COC(=O)Cn1cc(C=C2C(=O)N(C)C(=O)N(C)C2=O)c2ccccc21 | nt | 14* | nt | -12 | 195* | -11 | nt | 1 | nt | 15
CC(C)(C)c1cc(CCC(=O)NCCc2ccccn2)cc(C(C)(C)C)c1O | -4 | 2.9 | 11 | -3 | -5 | 10 | -0.4 | 2 | -4 | -3
Cc1nn(CC(=O)Nc2ccccc2)c(=O)c2ccccc12 | 0 | 0.8 | 4.3 | 9 | 2 | -10 | i | 2 | 7 | 3
Cc1ccc(C(=O)Nc2cc(Cl)ccc2-n2cncn2)o1 | 10 | nt | 0.0 | 4 | -17 | 0 | i | nt | -1 | nt
Cc1onc(-c2ccccc2)c1C(=O)N(Cc1ccco1)Cc1cccs1 | 0 | nt | nt | nt | -11 | -15 | 1.5 | -1 | 1 | 1
Cc1ccc2cc(CN(CC(C)C)C(=O)C3CCCO3)c(=O)[nH]c2c1 (centres undefined) | 18 | 3.2 | -1.0 | -13 | 7 | -3 | -0.4 | -4 | 3 | -2
COc1ccc(N2CCN(C(=O)c3ccc4c(c3)NC(=O)C(CSCc3cccc(F)c3)N4)CC2)cc1 (centres undefined) | nt | 0.6 | nt | -5 | nt | nt | nt | 0 | nt | -19
Cn1nc(-c2ccc(Cl)cc2)c2cc(C(=O)NCCCN3CCOCC3)sc21 | 16 | 0.6 | 1.5 | -9 | 19 | -11 | -0.2 | -2 | 29* | 0
O=C(CCc1nnc2n(Cc3ccc(Cl)cc3)c(=O)c3ccccc3n12)NCCCN1CCOCC1 | 2 | 1.0 | 0.1 | 1 | 4 | -9 | i | 5 | 7 | 0
CCOC(=O)N1CCC(=NNC(N)=O)CC1 | 3 | -1.3 | nt | 8 | -15 | -6 | -0.8 | 2 | 4 | 10
CN(C)S(=O)(=O)c1ccc(C(=O)OCC(=O)c2ccc(OC(F)F)cc2OC(F)F)cc1 | 2 | 1.1 | -1.3 | 2 | -3 | -21 | i | 3 | 3 | 14
COCCn1c(C)cc(C(=O)COC(=O)/C=C/c2cccc(OC)c2)c1C | 2 | 2.6 | nt | -2 | -2 | -4 | i | 2 | 4 | 22
COc1ccc(N2CCN(C3CCCN(Cc4ccc(F)c(F)c4)C3)CC2)cc1 (centres undefined) | 4 | 1.8 | -0.8 | -7 | 2 | 13 | i | -1 | -1 | 19
CC(C)(C)C(=O)Nc1ccnn1C1CCN(C(=O)c2ccc(Cl)cc2F)CC1 | 2 | 2.4 | -1.1 | 1 | -8 | -8 | -0.8 | 1 | -1 | 18
CCOc1cccc(C2C(C(=O)c3ccco3)=C(O)C(=O)N2c2nnc(C)s2)c1 (centres undefined) | 14 | -0.1 | -2.7 | 0 | -31 | -7 | i | nt | -1 | nt
COc1ccc(-c2cc(C(=O)N/N=C(\C)c3cccnc3)c3cc(C)ccc3n2)cc1OC | 14 | 1.7 | -1.8 | -4 | 6 | nt | -0.1 | -1 | 5 | -3
Nc1c(N(CCC2=CCCCC2)C(=O)c2ccc([N+](=O)[O-])o2)c(=O)[nH]c(=O)n1Cc1ccccc1 | 6 | -0.8 | 0.3 | -4 | -5 | -12 | 0.6 | nt | 3 | nt
Cc1ccc(Cl)cc1NC(=S)Nn1cnnc1 | 2 | 4.7 | -0.3 | -7 | -6 | -6 | -0.1 | -1 | 2 | 14
CCCS/C(N)=N/N=C/c1cc(C)ccc1O | 28 | -1.1 | nt | 5 | 3 | nt | 3.4 | -2 | -2 | 11
CN(C(=O)c1ccccc1)c1ccccc1C(=O)NCCc1ccccc1 | 3 | 0.9 | 0.5 | -2 | 1 | -13 | -1.1 | 1 | -2 | 41

3 of these compounds in a different format.
The line under a structure holds: GDH-TPI inh	Mtb UGM inh	BioA inh	Rv3671c protease	MazEF act	SSB-PriA inh	Vc quorum ag	3CLpro inhibitor	FBA Mtb inh	VHR inh abs
> Cc1nn(CC(=O)Nc2ccccc2)c(=O)c2ccccc12
    0	0.8	4.3	9	2	-10	i	2	7	3
> Cc1ccc(C(=O)Nc2cc(Cl)ccc2-n2cncn2)o1
    10	nt	0.0	4	-17	0	i	nt	-1	nt
> Cc1onc(-c2ccccc2)c1C(=O)N(Cc1ccco1)Cc1cccs1
    0	nt	nt	nt	-11	-15	1.5	-1	1	1

(continued)
SMILES | GDH-TPI inh | Mtb UGM inh | BioA inh | Rv3671c protease | MazEF act | SSB-PriA inh | Vc quorum ag | 3CLpro inhibitor | FBA Mtb inh | VHR inh abs
O=C(Cc1ccc(F)cc1)N1CCC2(CC1)NCCc1[nH]cnc12 | -1 | -0.6 | -0.2 | -2 | 10 | 3 | -2.0 | 2 | 4 | -9
Cc1ccccc1NC(=O)Cn1c(O)c(N=NC(=O)c2ccccc2O)c2ccccc21 | 13 | -1.0 | nt | -44 | -5 | -9 | -0.2 | -6 | -5 | 4
COc1ccccc1N1CCN(S(=O)(=O)c2ccc(-n3cnnn3)c(C)c2)CC1 | 4 | 2.4 | -1.6 | 7 | -1 | -2 | 1.1 | -7 | -3 | -5
COc1cc(CN2CCC(Cc3ccccc3)CC2)c([N+](=O)[O-])cc1OC | -4 | 1.3 | -6.3 | -12 | 10 | -1 | -0.4 | -3 | -1 | 1
Cc1ccc(C(C)C)c(OCC(O)CN2CCN(CCO)CC2)c1 (centres undefined) | 5 | -1.8 | -3.9 | -4 | -4 | -2 | i | -1 | 3 | 13
O=C(O)C1=C[C@@H](C2CCCCC2)C[C@@H](OCCCCO)O1 | 2 | 1.4 | -2.2&-2.2 | 2 | 7 | 0 | 8.3 | 7 | 4 | 30
CC(C)(C)NC(=O)COC(=O)c1ccc(Cl)nc1 | -4 | 2.8 | -2.3 | 7 | 0 | -9 | -0.1 | -3 | 2 | -5
O=C(c1ccoc1)N1CCN(c2cc(-c3ccco3)nc3cc(-c4ccccc4)nn23)CC1 | 28 | nt | -0.5 | nt | -22 | nt | i | nt | 113* | nt
O=C(Nc1ccc(F)cc1)c1ccc2nsnc2c1 | 9 | -2.4 | 12 | 2 | 3 | -8 | -0.3 | -4 | 1 | 11
O=C1CSC2(CN3CCC2CC3)N1 (centres undefined) | -17 | 2.1 | -1.8 | -5 | 4 | -14 | i | -7 | 1 | 26
O=c1c2ccccc2oc2ncccc12 | 19 | 0.9 | -0.8 | -5 | 2 | -4 | i | 2 | 2 | -8
O=C(COc1ccc(C(=S)N2CCOCC2)cc1)N1CCOCC1 | 2 | -3.5 | -2.1 | -9 | -1 | 6 | i | -5 | 0 | 2
CC(C)c1ccc(OCc2cccc(C(=O)N/N=C/c3cccnc3)c2)cc1 | -2 | 0.9 | 0.6 | -182 | -4 | nt | -0.4 | 3 | -1 | 4
CC(=O)Oc1ccc(C(=O)N2c3ccccc3NC(=O)C2C)cc1 (centres undefined) | 3 | -2.2 | -0.5 | 5 | 0 | 1 | i | -1 | -5 | 19
CCOc1ccc2[nH]c3c(N4CCc5ccccc5C4)ncnc3c2c1 | 10 | 0.8 | -1.6 | 12 | 3 | -1 | -0.1 | -3 | 32* | 8
O=C(Nc1ccc(F)cc1F)c1cncc(Br)c1 | -1 | 3.2 | nt | 1 | 5 | -1 | -0.3 | 5 | 3 | 8
O=C(Nc1ccccc1Cl)c1cc(C2CCCN(C(=O)CCc3ccccc3)C2)on1 (centres undefined) | 3 | nt | -1.8 | nt | nt | nt | -0.7 | nt | -2 | nt
CN(C)c1nc(N(C)C)nc(N(C#N)CCCl)n1 | -11 | 0.6 | nt | 4 | 5 | 0 | -0.2 | 2 | -1 | 38
CCOC(=O)c1oc2cc(C)cc(O)c2c(=O)c1-c1csc(C)n1 | 5 | -1.3 | nt | 2 | 2 | -17 | 0.5 | -1 | 1 | 17
O=C1C=CC(=Nc2ccc3c(c2)Cc2cc(F)ccc2-3)O1 | 8 | nt | nt | nt | 1 | -6 | 4.5 | nt | 24 | nt
Cc1ccc(S(=O)(=O)/N=C(\CN2CCCCC2)N2CCOCC2)cc1 | 0 | -0.7 | -0.2 | -3 | 3 | nt | i | 0 | -3 | 15
CCC1=C(OC(=O)N(CC)CC)N2C(=O)OC(=NCC(=O)OC)[C@]2(C)[C@H]2C1=CC[C@H]1C(=O)N(CC)C(=O)[C@H]12 | -5 | 2.1 | -2.3 | 1 | 2 | -5 | 0.3 | nt | -2 | 26
Clc1c(CSc2nc3ccccc3o2)nc2ccccn12 | 8 | -3.4 | -1.2 | 6 | 9 | 0 | i | 0 | 0 | 0
CC1CCN(S(=O)(=O)c2ccc3c(c2)N(CC(=O)NCCCN2CCCCC2C)C(=O)CS3)CC1 (centres undefined) | 4 | -3.0 | -1.0 | -8 | 8 | -3 | i | -4 | -2 | 34
O=C(CN(c1ccccc1)S(=O)(=O)c1ccc(F)cc1)NC1CCS(=O)(=O)C1 (centres undefined) | -1 | -0.1 | nt | -6 | -1 | 4 | 1.6 | 3 | 4 | 1

Structural class: the compounds so far containing an aryl thioether with sulfur outside any ring
SMILES | GDH-TPI inh | Mtb UGM inh | BioA inh | Rv3671c protease | MazEF act | SSB-PriA inh | Vc quorum ag | 3CLpro inhibitor | FBA Mtb inh | VHR inh abs
CSc1nnc(NC(=O)c2ccc(S(=O)(=O)N3CCOCC3)cc2)s1 | 25 | 0.9 | -0.5 | 3 | 0 | -9 | i | 0 | 1 | 18
Clc1c(CSc2nc3ccccc3o2)nc2ccccn12 | 8 | -3.4 | -1.2 | 6 | 9 | 0 | i | 0 | 0 | 0

Additional structures:
SMILES | GDH-TPI inh | Mtb UGM inh | BioA inh | Rv3671c protease | MazEF act | SSB-PriA inh | Vc quorum ag | 3CLpro inhibitor | FBA Mtb inh | VHR inh abs
Cc1noc(C)c1C(=O)N1CCN(c2ccccc2O)CC1 | 0 | 1.2 | 2.1 | 1 | 6 | -8 | 0.0 | nt | 0 | nt
CCCn1c2ccccc2c2cnn(CC(=O)NCCCN3CCCCC3CC)c(=O)c21 (centres undefined) | 8 | -1.3 | 0.5 | -17 | 20 | -1 | -2.7 | 2 | 14 | 32
Cc1ccc(-n2nnnc2SCn2nnc3ccccc3c2=O)c(C)c1 | 7 | -0.3 | -8.4 | 4 | 4 | -11 | i | 5 | 1 | -24
CCN(C(=O)COC(=O)CCCOc1ccc(Cl)cc1C)c1c(N)n(Cc2ccccc2)c(=O)[nH]c1=O | 13 | nt | -0.4 | nt | 3 | -19 | i | nt | 2 | nt
O=C(CSc1nnc(NC(=O)C2CC2)s1)NCc1cccs1 | -5 | 1.0 | -0.4 | 3 | 35 | -12 | -0.2 | 2 | 0 | 3
CCCN1C(=O)/C(=C\C=C2/Sc3ccccc3N2CCO)SC1=S | -4 | -1.3 | nt | -116 | -345 | 23 | -0.6 | 2 | 2 | 15
Cc1nn(C)cc1CN(C)C(=O)c1cc2nc(-c3ccco3)cc(C(F)(F)F)n2n1 | 18 | -0.1 | nt | 1 | 4 | -24 | i | -2 | 9 | -4
O=C(C1CC1)N(Cc1nc2ccccc2c(=O)[nH]1)Cc1cccs1 | 4 | 2.8 | nt | -2 | 3 | -7 | i | -1 | 1 | 17
Cc1ccc(F)cc1NC(=O)C1CCN(c2cnccn2)CC1 | 8 | 0.9 | 0.2 | -3 | 0 | -4 | 0.2 | -2 | 2 | 6
CCOC(=O)C1CCN(C(=O)C2CCN(S(=O)(=O)c3cccc4nsnc34)CC2)CC1 | 6 | 0.8 | -0.6 | -2 | 5 | 2 | i | -10 | 2 | -8

Screening data from PubChem BioAssay.
